TRPC4 act: activators of mouse TRPC4 channel; Q9QUQ5; HEK293 TRPC4beta/mu-opioid, Fluo4 calcium fluorescence; active compounds read high; B-score at 10 µM; 310,000 compounds, 0.49% hits; AID 2237;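 active means B-score above 5 SD of library B-scores, and initial fluorescence ratio not above library mean plus 5 SD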;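 further: positive B-score marks a calcium rise read as TRPC4 activation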
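System: HEK293 cells stably co-expressing mouse TRPC4beta and mu-opioid receptor; Schedule: Fluo4 dye loading 45 min at room temperature, 110 s recording; Detection: Fluo4 fluorescence, kinetic; Evaluation: B-scored integrated calcium fluorescence ratio; Controls: buffer (low) and maximal DAMGO (high).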
HDAC3 inhib: inhibitors of human histone deacetylase 3 | O15379 | AID 2718 | recombinant HDAC3, fluorogenic peptide/trypsin coupled, fluorescence | inhibition, % at 8.3 µM | 320,000 compounds, 0.15% hits; in the data active means inhibition above about 26%, passing the limit was not always enough
Target sequence (O15379 whole entry, looked up): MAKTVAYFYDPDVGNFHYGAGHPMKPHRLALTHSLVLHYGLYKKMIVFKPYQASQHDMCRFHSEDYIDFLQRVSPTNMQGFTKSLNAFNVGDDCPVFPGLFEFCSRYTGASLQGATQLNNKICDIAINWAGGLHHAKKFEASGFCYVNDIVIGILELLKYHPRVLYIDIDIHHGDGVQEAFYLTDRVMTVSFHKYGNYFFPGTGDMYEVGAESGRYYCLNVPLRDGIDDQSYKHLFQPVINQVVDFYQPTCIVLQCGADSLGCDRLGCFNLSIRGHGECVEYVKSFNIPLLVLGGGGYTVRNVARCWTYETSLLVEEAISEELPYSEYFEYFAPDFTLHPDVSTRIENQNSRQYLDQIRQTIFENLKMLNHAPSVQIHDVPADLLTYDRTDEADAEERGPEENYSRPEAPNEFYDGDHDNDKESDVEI
DYRK1A inh: Dyrk1A (rat) kinase inhibition; 310,000 compounds, 0.43% hits; inhibition, % at 12.5 µM; ADP-Glo luminescence, NFATc1 peptide; AID 504441; Q63470; in the data active means inhibition above about 50%;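 further: plate controls were vehicle with enzyme for no effect and no enzyme for full effect; many of its hits are not listed in these tables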
KCNQ1 block: human KCNQ1 channel inhibition; P51787; CHO-K1 KCNQ1, FluxOR thallium flux fluorescence; active compounds read high; B-score at 10 µM; 310,000 compounds, 1.3% hits;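 active means compounds whose thallium flux B-score, printed positive for inhibition, exceeds three library SD while starting fluorescence stays within three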;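 further: channel opened by potassium depolarization with thallium stimulus after 20 min compound exposure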
Target sequence (P51787 whole entry, looked up): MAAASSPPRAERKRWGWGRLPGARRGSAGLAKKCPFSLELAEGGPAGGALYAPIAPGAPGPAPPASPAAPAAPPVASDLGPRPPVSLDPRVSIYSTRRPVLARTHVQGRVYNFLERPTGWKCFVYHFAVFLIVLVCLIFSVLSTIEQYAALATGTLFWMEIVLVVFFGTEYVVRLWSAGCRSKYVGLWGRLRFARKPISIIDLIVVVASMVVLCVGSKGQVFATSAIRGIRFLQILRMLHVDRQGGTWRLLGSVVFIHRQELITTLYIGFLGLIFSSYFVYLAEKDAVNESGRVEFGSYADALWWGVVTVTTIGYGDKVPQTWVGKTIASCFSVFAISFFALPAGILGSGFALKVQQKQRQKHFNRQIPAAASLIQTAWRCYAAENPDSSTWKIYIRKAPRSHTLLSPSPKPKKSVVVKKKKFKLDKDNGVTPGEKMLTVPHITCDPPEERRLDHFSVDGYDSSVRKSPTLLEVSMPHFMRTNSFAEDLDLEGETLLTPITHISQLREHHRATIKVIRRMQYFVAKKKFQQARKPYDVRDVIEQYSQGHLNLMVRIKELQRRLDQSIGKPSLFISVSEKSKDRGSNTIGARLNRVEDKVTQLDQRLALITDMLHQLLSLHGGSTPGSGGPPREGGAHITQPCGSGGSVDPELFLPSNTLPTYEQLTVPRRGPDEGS
KCNK9 inh: human KCNK9 channel inhibition; HEK293 KCNK9, FluxOR thallium flux fluorescence; active compounds read low; AID 488922; 310,000 compounds, 1.2% hits; B-score at 10 µM; Q9NPC2;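 active means ratio B-score over 3 SD below the library mean, with starting fluorescence within 5 SD of its mean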;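 further: negative B-score means less thallium flux so channel inhibition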
ANO1 block: inhibitors of mouse TMEM16A calcium-activated chloride channel | HEK293 TMEM16A/YFP iodide influx fluorescence, ionomycin | normalized B-score (activity score, 25-100; higher = stronger inhibition) at 10 µM | 310,000 compounds, 1.2% hits | AID 588511;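 active means ratio plate-corrected score three or more library SD toward inhibition, starting fluorescence score within five deviations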;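 further: score derived from kinetic fluorescence span divided by baseline fluorescence per well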
TMEM16A act: activators or potentiators of mouse TMEM16A chloride channel; B-score at 10 µM; Q8BHY3; 340,000 compounds, 0.3% hits; HEK293 TMEM16A/YFP-H148Q/I152L, iodide quench fluorescence; active compounds read low;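 active means fluorescence-ratio B-score plate-corrected deviation score at least 3 library SD below zero, with starting fluorescence score within 5 deviations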;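 further: channel opened by trigger with iodide after compound preincubation; score built on the fluorescence ratio of max minus min over baseline; more negative score means more quench and so TMEM16A activation or potentiation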
KCNQ1 pot: human KCNQ1 channel potentiation or activation. P51787. CHO-K1 KCNQ1, thallium flux FluxOR fluorescence; active compounds read high. B-score at 10 µM. 310,000 compounds, 0.35% hits. AID 2648;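 active means fluorescence ratio B-score, a plate-corrected score, at least three library SD, with initial intensity B-score within 5 SD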
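Material: CHO-K1 cells stably expressing KCNQ1. Medium: assay buffer for compound exposure, DMSO matched across wells. Reagent: K+/Tl+ depolarizing stimulus. Compound dosing: single-concentration screen. Times: 37 °C overnight plating, 90-min dark dye load, 20-min compound pretreatment. Technique: FluxOR Tl+ flux fluorescence.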
TRPC4 PAM: allosteric potentiators of mouse TRPC4 channel; HEK293 TRPC4beta/mu-opioid, DAMGO EC20, Fluo-4 Ca2+ flux; active compounds read high; B-score at 10 µM; 310,000 compounds, 0.42% hits; AID 2227;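 active means B-score of calcium response area above 5 SD of library B-scores, with initial fluorescence ratio within 5 SD of library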;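 further: B-score of integrated fluorescence ratio over time as area under calcium response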
hERG rescue: shields human hERG channel from block by proarrhythmic agents. Q12809. CHO-hERG, FluxOR thallium flux, dofetilide IC70 present. activation (rescue from dofetilide block), less the hit threshold, % at 10 µM. 310,000 compounds, 0.51% hits. AID 1511;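 active means activation above the mean of controls blocked by dofetilide plus 5 SD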;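 further: thallium influx through hERG after potassium depolarization seen as dye fluorescence rise; in these data hits start at about 4.7%; inactives centre near -7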
KCNK3 inh: human KCNK3 channel inhibition, primary screen | CHO-KCNK3 thallium flux, FluxOR fluorescence; active compounds read low | B-score at 10 µM | 340,000 compounds, 0.84% hits | AID 602410;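 active means B-score under library mean minus 4 SD, starting fluorescence ratio at most library mean plus 5 SD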;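 further: more negative B-score means stronger inhibition of thallium flux through KCNK3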
Numbers without * were called inactive; i = inactive; x = no result given. This is a subset, so the mix of outcomes need not match the whole.

Results follow in this order: TRPC4 act, HDAC3 inhib, DYRK1A inh, KCNQ1 block, KCNK9 inh, ANO1 block, TMEM16A act, KCNQ1 pot, TRPC4 PAM, hERG rescue, KCNK3 inh
CCCCCCn1c(=O)[nH]c2nc3cc(N)ccc3nc2c1=O
 : i, 3, x, i, i, i, x, i, i, -31, x
CCN(CC(=O)NCCCN1CCOCC1)S(=O)(=O)c1ccc(F)cc1
 : i, 0, -3, i, i, i, i, i, i, -4, i
O=C(CCCN1C(=O)CCC1=O)Nc1ccccc1F
 : i, 3, -6, i, i, i, i, i, i, -6, i
O=[N+]([O-])c1ccc(/C([O-])=C(/C(=S)Nc2ccccc2F)[n+]2ccccc2)cc1
 : i, -6, 2, i, i, i, i, i, i, -10, i
COc1ccc(/C=C(/NC(=O)c2ccccc2)C(=O)NCC2CCCO2)cc1 (stereo not given)
 : i, 2, -5, i, i, i, i, i, i, -1, i
CCOC(=O)c1c(NC(=O)CC2SC(N)=NC2=O)sc(C)c1C (stereo not given)
 : i, 8, -3, i, i, i, i, i, i, -4, i
COc1ccc(-c2nnc3sc(COc4ccc(C)cc4)nn23)cc1
 : i, 2, -8, i, i, i, i, i, i, -6, i
CCc1cc(C(=O)Nc2ccccc2)cs1
 : i, -1, -5, i, i, i, i, i, i, -7, i
CSc1ccccc1C(=O)NCCCn1ccnc1
 : i, 4, 3, i, i, i, i, i, i, -2, i
CCOc1cc(N2CCOCC2)c(OCC)cc1NC(=O)c1oc2ccccc2c1C
 : i, 3, -4, i, i, i, i, i, i, -5, i
Cc1ccc(N2CC(C(=O)Nc3cc(C)ccc3F)CC2=O)cc1 (stereo not given)
 : i, -15, -6, i, i, i, i, i, i, -8, i
CCOC(=O)C1CCN(C(c2cc3c(C)ccc(C)c3[nH]c2=O)c2nnnn2C2CCCCC2)CC1 (stereo not given)
 : i, 7, -5, i, i, i, i, i, i, -23, i
CCC(NC(=O)CCc1c(C)c2cc3c4c(oc3cc2oc1=O)CCCC4)C(=O)O (stereo not given)
 : i, -3, 0, i, i, i, i, i, i, -6, i
CC1=C(C(=O)Nc2ccccc2)C(c2ccncc2)C(C#N)=C(SCC(=O)NC(C)C)N1 (stereo not given)
 : i, 8, -2, i, i, i, i, i, i, -20, i
O=C(O)C1C2C=CC(C3CC23)C1C(=O)NCCc1ccccc1 (stereo not given)
 : i, -1, 6, i, i, i, i, i, i, -10, i
CCCOc1cc(N(CC)CC)ccc1/C=C(/C#N)c1nc2ccc(C)cc2[nH]1
 : i, 1, -4, i, -11*, i, i, i, i, -18, i
C/C=C(\C)CN1CCC(Oc2cc(C(=O)NC3CC3)ccc2OC)CC1
 : i, -6, 1, i, i, i, i, i, i, -2, i
O=C(N/N=C/c1ccc(Cl)s1)c1ccccc1[N+](=O)[O-]
 : i, 6, 8, i, i, i, i, i, i, -8, i
COC(=O)c1ccc(OCC(O)CN2CCC(C)CC2)cc1 (stereo not given)
 : i, -2, 4, i, i, i, i, i, i, -6, i
Cc1cc(NC(=O)c2ccccc2)sc1C
 : i, 7, -3, i, i, i, i, i, i, -6, i
CC(C)(C)OC(=O)N1CCC[C@H]1c1nnc(SCc2c(F)cccc2Cl)o1
 : i, 5, 1, i, i, i, i, i, i, -12, i
CC(C)C1Cc2c(sc(NC(=S)NC(=O)c3ccccc3)c2C#N)CO1 (stereo not given)
 : i, 9, -1, i, i, i, i, i, i, -11, i
CCc1ccc(/C(C)=N/NC(=O)CNC(=O)/C=C/c2ccco2)cc1
 : i, 6, -1, i, i, i, i, i, i, -9, i
CCc1ccc(OCC(=O)NNC(=O)C2CCN(c3ncnc4sc(C)c(C)c34)CC2)cc1
 : i, 5, 9, i, i, i, i, i, i, -13, i
CCC(Oc1cc(Cl)ccc1Cl)C(=O)NN1C(=O)C2C3CCC(C3=C(C)C)C2C1=O (stereo not given)
 : i, 12, -1, i, i, i, i, i, i, 2, i
CCCOc1ccc(S(=O)(=O)NCc2ccc(OC)cc2)cc1
 : i, 0, -1, i, i, i, i, i, i, -8, i
CC(=O)Oc1ccccc1C(=O)O
 : i, -6, 6, i, i, i, i, i, i, -6, i
CCN(CC)c1ccc(-n2c(O)c(C=C3N=c4ccccc4=N3)sc2=S)cc1
 : i, -3, -5, i, i, i, i, i, i, -7, i
CCOC(=O)C1CCN(c2ccccc2CN2CCN(c3ccccc3OCC)CC2)CC1
 : i, 2, 4, i, i, i, i, i, i, -19, i
Cc1ccsc1C(=O)N1CCCC(N(C)Cc2ccccc2)C1 (stereo not given)
 : i, 2, 6, i, i, i, i, i, i, -11, i
CCCCC/C(=N\NC(=O)Nc1ccccc1)c1ccccc1
 : i, -6, 6, i, i, i, i, i, i, -4, i
COc1cccc(-c2c(C(=O)N/N=C/C3CC=CCC3)nnn2-c2nonc2N)c1 (stereo not given)
 : i, 4, 2, i, i, i, i, i, i, -8, i
O=C(Nc1ccc(S(=O)(=O)N2CCC(C(=O)NC3CCCCC3)CC2)cc1)c1ccco1
 : i, -5, -1, i, i, i, i, i, i, -10, i
N[C@@H](Cc1ccc(O)cc1)c1nnc([C@H](CC(=O)O)NC(=O)C2CCNCC2)o1
 : i, -3, -7, i, i, i, i, i, i, -6, i
Cc1cc(C)nc(/N=C2\NC(=O)CC(C(=O)O)N2c2ccc(Cl)cc2Cl)n1 (stereo not given)
 : i, 1, 5, i, i, i, i, i, i, -11, i
COc1ccc(NC(=S)Nc2cccc(S(=O)(=O)N3CCCCC3)c2)cc1
 : i, 7, 2, i, i, i, i, i, i, -5, i
N#CC1=C(N)Oc2n[nH]c(-c3cccs3)c2C1C1C=CCCC1 (stereo not given)
 : i, 4, 2, i, i, i, i, i, i, -8, i
COc1ccc(-n2c3c(cc(C(=O)N4CCC(C)CC4)c2=O)C(=O)CC(C)(C)C3)cc1
 : i, 0, -7, i, i, i, i, i, i, -8, i
COc1cc(-c2noc(C)c2/C=C/c2ccc(N)cc2)cc(OC)c1OC
 : i, -2, 2, i, i, i, i, i, i, -3, i
COc1ccc(C(=O)OCc2nc(N)nc(Nc3ccccc3C)n2)cc1OC
 : i, -5, 0, i, i, i, i, i, i, -7, i
CC(C)C(=O)Nc1ccc(C(=O)Nc2nnc(C(C)C)s2)cc1
 : i, 1, -5, i, i, i, i, i, i, -6, i
CC(C)(C)c1ccc(Oc2ccc(N)cc2)cc1
 : i, 19, -9, i, i, i, i, i, i, -11, i
O=C(Nc1nnc(C2CC2)s1)c1cc([N+](=O)[O-])ccc1N1CCCCC1
 : i, 3, -3, i, i, i, i, i, i, -5, i
CCCCn1c(SCC(=O)N(C)C2CCS(=O)(=O)C2)nc2cc(S(N)(=O)=O)ccc21 (stereo not given)
 : i, -6, -3, i, i, i, i, i, i, -7, i
CCN(CC)CCNc1ccnc2cc(Cl)ccc12
 : i, 5, 5, i, i, i, i, i, i, -11, i
O=C(NCC(c1ccco1)N1CCOCC1)c1ccccc1 (stereo not given)
 : i, 1, 5, i, i, i, i, i, i, -14, i
CCOc1ccccc1CNC(=O)Cn1ccc2cc(S(=O)(=O)N3CCCCCC3)ccc21
 : i, 8, -5, i, i, i, i, i, i, -11, i
CCn1c(=S)sc2c(=O)n(-c3ccccc3)c(=S)[nH]c21
 : i, -3, 1, i, i, i, i, i, i, -7, i
O=C(CN1C(=O)NC2(CCCc3ccccc32)C1=O)N1CCc2ccccc2C1 (stereo not given)
 : i, -1, 8, i, i, i, i, i, i, -2, i
COC(=O)C(O)(CC(=O)c1ccc(OC)cc1)C(F)(F)F (stereo not given)
 : i, -2, 3, i, i, i, i, i, i, 1, i

(listing goes on)
Results follow in this order: TRPC4 act, HDAC3 inhib, DYRK1A inh, KCNQ1 block, KCNK9 inh, ANO1 block, TMEM16A act, KCNQ1 pot, TRPC4 PAM, hERG rescue, KCNK3 inh
CCN(CC)c1ccc(C(=O)NN)cc1
 : i, -1, 1, i, i, i, i, i, i, -4, i
CCn1c(CNc2ccc(C)cc2)nnc1SCC(=O)NCc1ccccc1
 : i, 3, -7, i, i, i, i, i, i, -7, i
CCC(=O)Nc1nc(OC)cc(OC)n1
 : i, 2, -5, i, i, i, i, i, i, -4, i
COCc1ccc(CN2CCCC(C(=O)Nc3ccc(-c4cscn4)cc3)C2)o1 (stereo not given)
 : i, 3, -1, i, i, i, i, i, i, -7, i
Cc1ccccc1CCN(CC(=O)NC1CCCCC1)C(=O)c1csnn1
 : i, x, -2, i, i, i, i, i, i, -5, i
COc1ccc(CCNC(=O)CSc2ccc(NC(C)=O)cc2)cc1OC
 : i, -7, 0, i, i, i, i, i, i, -8, i
COc1cccc(NC(=S)N2CCN(c3ccc([N+](=O)[O-])cc3)CC2)c1
 : i, -2, 2, i, i, i, i, i, i, -7, i
CC1CCN(S(=O)(=O)c2ccc(NC(=O)Cn3nnc(-c4ccccc4F)n3)cc2)CC1
 : i, -3, x, i, i, i, i, i, i, 2, i
O=C(O)c1ccccc1C(=O)N(Cc1ccccc1)Cc1ccccc1
 : i, -2, -2, i, i, i, i, i, i, -11, i
CCOC(=O)CCn1nc(-c2ccc(C)cc2)c2ccccc2c1=O
 : i, 0, x, i, i, i, i, i, i, -17, i
COc1ccc(C2=NN(C3=NN=C(N)Cc4ncnn43)C(O)(C(F)(F)F)C2)cc1 (stereo not given)
 : i, -16, 12, i, i, i, i, i, i, -16, i
CC(=O)Nc1ccc(S(=O)(=O)N2CCN(S(=O)(=O)N3CCCCC3)CC2)cc1
 : i, -5, -7, i, i, i, i, i, i, -8, i
COc1ccc(NC(=O)CCCC(=O)c2ccccc2)c(OC)c1
 : i, -6, -2, i, i, i, i, i, i, -4, i
Cc1nc2ccccn2c1C(=O)Nc1ccc2c(c1)OCCO2
 : i, 2, 3, i, i, i, i, i, i, -18, i
CC(C)OCCCNC(=O)c1cccc(NC(=O)c2ccccc2)c1
 : i, -4, 14, i, i, i, i, i, i, -7, i
CCOC(=O)c1c(C(F)(F)C(F)(F)C(F)(F)C(F)(F)F)n[nH]c1C
 : i, 24, -2, i, i, i, i, i, i, -17, i
O=S(=O)(NC1CC2CCC1C2)c1ccc(Br)cc1 (stereo not given)
 : i, -1, 4, i, i, i, i, i, i, -12, i
NS(=O)(=O)c1ccc(NC(=O)/C=C/c2ccc(S(=O)(=O)NCc3ccco3)cc2)cc1
 : i, 3, 2, i, i, i, i, i, i, -5, i
